Screening data (PubChem)
PfHsp40 rescue: rescue of PfHsp40-mediated yeast toxicity; S. cerevisiae expressing PfHsp40, growth rescue, ATP luminescence; growth rescue, % at 12.5 µM; 340,000 compounds, 0.68% hits; in the data active = growth rescue above about 28%, passing the limit was not always enough; inconclusive = no clear call, values can overlap the other calls;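 note: yeast W303a lacking pdr1 and pdr3 grown in galactose medium; growth measured after three days at 30 °C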
Vc quorum ag: inducers of Vibrio cholerae quorum light production without autoinducers; 350,000 compounds, 0.16% hits; activation, % at 18.7 µM; AID 588436; V. cholerae BH1578 lux reporter, luminescence, 6 h; in the data active = activation mostly above about 9.7%, no sharp cut-off; inconclusive = no clear call, values can overlap the other calls; inactive = mostly below about 3.7%; note: not every result past the cut was called active; inactives centre near 0; reference of the scale not given here
TcdB GH inh: blocks C. difficile toxin B glycohydrolase activity | TcdB glycohydrolase enzymatic assay, plate reader | inhibition, % at 9.99 µM | 350,000 compounds, 0.24% hits | AID 652162; in the data active = inhibition above about 10%
Anthrax LF inh2: blocks Bacillus anthracis lethal factor protease | multiplex microsphere protease cleavage assay, LF | AID 588501 | 360,000 compounds, 0.12% hits | inhibition, % at 10 µM | P15917; in the data active = inhibition above about 30%; inconclusive = no clear call, values can overlap the other calls; note: plate controls were buffer without enzyme for full effect and enzyme alone for no effect
MazEF act: MazEF (E. coli) toxin RNase activation | P0AE70 | FAM/BHQ RNA-DNA oligo cleavage fluorescence, 5 h | activation, % at 20 µM | 350,000 compounds, 0.32% hits; in the data active = activation above about 50%
Target sequence (P0AE70 whole entry, looked up): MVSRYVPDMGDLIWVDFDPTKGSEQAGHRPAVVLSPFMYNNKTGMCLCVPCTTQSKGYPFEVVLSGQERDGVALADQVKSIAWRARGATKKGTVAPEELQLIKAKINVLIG
Yp Topo-I inh: Y. pestis Topo-I inhibition via cleavage products; activity, % at 10 µM; Y. pestis Topo-I cleavage product accumulation, plate reader; 360,000 compounds, 0.064% hits; in the data active = activity above about 50%, passing the limit was not always enough; inconclusive = no clear call, values can overlap the other calls; note: inactives centre near 2
PriA SSB inh: blocks PriA binding to SSB C-terminal tail; 430,000 compounds, 0.6% hits; inhibition, % at 33 µM; AlphaScreen SSBct-PriA binding, biotinylated peptide; in the data active = inhibition mostly above about 37%, no sharp cut-off; inactive = mostly below about 20%;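 note: plate controls were negative control peptide for no effect and reference peptide for full effect; strong numbers were not always called active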
VHR inh abs: blocks human VHR1 dual specificity phosphatase | inhibition, % at 13.3 µM | 290,000 compounds, 0.52% hits | recombinant VHR phosphatase, pNPP absorbance; in the data active = inhibition above about 50%; note: some compounds called inactive have numbers as strong as hits
Target sequence (P51452 whole entry, looked up): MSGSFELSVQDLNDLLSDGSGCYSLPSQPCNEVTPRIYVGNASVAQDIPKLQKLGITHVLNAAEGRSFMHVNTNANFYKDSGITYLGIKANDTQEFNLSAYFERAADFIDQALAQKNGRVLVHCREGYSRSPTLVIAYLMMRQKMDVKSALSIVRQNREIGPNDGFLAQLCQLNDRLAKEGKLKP
SARS 3CLpro inh: SARS-CoV 3CLpro protease inhibition. recombinant SARS-CoV 3CLpro, quenched FRET peptide cleavage. P0C6X7. AID 1706. 290,000 compounds, 0.14% hits. inhibition, % at 6 µM; in the data active = inhibition above about 12%
Rv3671c inh: inhibits the M. tuberculosis serine protease Rv3671c; P9WHR9; inhibition, % at 5.96 µM; 320,000 compounds, 0.048% hits; AID 2606; in the data active = inhibition above about 38%;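 note: extracellular domain of Rv3671c used as enzyme; 0% = enzyme with DMSO and 100% = no enzyme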
Target sequence (P9WHR9 whole entry, looked up, the tested form may be a part): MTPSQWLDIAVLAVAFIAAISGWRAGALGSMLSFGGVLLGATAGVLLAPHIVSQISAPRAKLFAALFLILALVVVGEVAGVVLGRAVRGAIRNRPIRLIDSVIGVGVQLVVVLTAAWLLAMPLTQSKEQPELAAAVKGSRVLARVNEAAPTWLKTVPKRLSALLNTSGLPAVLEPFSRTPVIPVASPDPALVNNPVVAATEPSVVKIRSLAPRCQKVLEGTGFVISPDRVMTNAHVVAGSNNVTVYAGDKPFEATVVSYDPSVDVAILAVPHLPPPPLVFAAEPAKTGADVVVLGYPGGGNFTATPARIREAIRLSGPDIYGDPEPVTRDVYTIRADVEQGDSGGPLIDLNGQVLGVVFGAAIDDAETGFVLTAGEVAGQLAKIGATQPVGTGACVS
Numbers without * were called inactive; i = inactive; ? = inconclusive; . = not tested or not shown; & = joins results of further samples.

The line under a structure holds: PfHsp40 rescue, Vc quorum ag, TcdB GH inh, Anthrax LF inh2, MazEF act, Yp Topo-I inh, PriA SSB inh, VHR inh abs, SARS 3CLpro inh, Rv3671c inh
- COc1ccccc1CN(C(=O)c1cnccn1)C(C(=O)NC1CCCCC1)c1cc(OC)c(OC)c(OC)c1 (stereo not given)
→ -1.0, i, 0.7, -12, 5, 10, 3, -29, -1, 2
- CCOC(=O)c1c(C)[nH]c(C)c1C(=O)COC(=O)c1cccc(S(=O)(=O)NC)c1
→ -0.2, 0.3, ., -3, 2, 0, 2, 7, 0, -2
- COCCn1cc(C(=O)N2CCC(C)CC2)c2c3ccccc3n(C)c2c1=O
→ 0.7, i, ., 0, -18, 29, -13, 11, -4, -4
- O=C(CNC(=O)c1ccco1)OCc1ccc(C(=O)Oc2ccccc2)cc1
→ -0.5, -0.3, ., -1, -3, 35, -22, 6, 4, -3
- CSc1nc(NNC=O)cc(Oc2ccc(NC(C)=O)cc2)n1
→ 0.5, -0.3, -1.6, 14, 2, 1, -4, 35, 0, -2
- Cc1cccc(NC(=O)C(C)N2C(=O)C3C4CC(C(Br)C4Br)C3C2=O)c1 (stereo not given)
→ 0.8, 0.5, ., 4, -1, 0, -11, 3, 0, 12
- Cn1c(=O)c2c(ncn2CC(=O)OCC(=O)NCCc2ccccc2)n(C)c1=O
→ -0.2, i, 3.0, 3, 0, -2, -3, ., ., .
- COc1ccc(C(CC(=O)O)NS(=O)(=O)c2ccc(C)cc2)cc1 (stereo not given)
→ 2.1, i, ., 3, -1, -1, -8, 19, -5, -7
- COc1ccc(CCN2CC(C(=O)NCc3ccon3)CCC2=O)cc1 (stereo not given)
→ ., 0.0, 1.2, 2, 7, -6, ., ., ., .
- COc1ccccc1CN(C)S(=O)(=O)c1cccs1
→ -0.8, -0.6, -1.0, -1, -1, 6, -4, 30, -1, 3
- CN(C)/C=N/c1cc(=O)n(C)c(=O)n1Cc1ccccc1
→ -0.7, -0.3, 1.0, 0, 0, -1, ., 4, -5, -1
- COCCN(CCOC)C(=O)c1ccc(SCc2ccc(C)cc2)c([N+](=O)[O-])c1
→ -0.9, -0.1, 1.5, -1, 0, 20, -4, 40, 2, -1
- Cc1ccc([C@@H]2CC=C(C(=O)O)[C@H](c3ccc(Cl)cc3)N2S(=O)(=O)c2ccc(C)cc2)cc1
→ 18, i, -4.6, -1, -3, 18, 6, ., ., -13
- O=C(Nc1ccccn1)C1CCN(S(=O)(=O)c2ccc3c(c2)OCCCO3)CC1
→ -0.5, -0.3, -0.3, 1, -6, 7, -6, ., ., 11
- CCOCCCNC(=O)C1CCC(CNS(=O)(=O)c2ccc(F)cc2)CC1 (stereo not given)
→ 0.0, i, ., -2, 6, -3, -11, 26, -1, 2
- Cc1ccc(-c2nnc3sc(CCc4ccccc4)nn23)cc1
→ 0.7, i, ., -2, -1, 39, 1, -2, -3, -1
- CCc1ccc(NC(=O)CSc2ccc(-c3sc(C)nc3C)nn2)cc1
→ -0.5, -0.3, 0.5, 2, 6, 8, 7, 11, -1, -5
- O=C1S/C(=C\c2ccc(O)c([N+](=O)[O-])c2)C(=O)N1c1ccccc1Cl
→ 0.1, i, 2.4, -3, 6, -3, -8, 40, -2, 7
- O=C(Cc1ccccc1)NCC(=O)OCC(=O)c1ccc([N+](=O)[O-])cc1
→ -0.5, -0.3, ., 0, -3, 2, 4, -7, 1, 4
- C/C=C(\C)CN1CCC(n2nccc2NC(=O)CCOc2ccccc2)CC1
→ 0.8, i, 1.3, 0, -7, 42, -7, 14, 2, -4
- Cc1cc(C2=NNC(=NC3CC3)SC2)c(C)n1Cc1ccco1
→ 0.0, -0.3, -1.3, -4, 11, 8, -7, 1, 6, -2
- C=C1N(c2ccccc2)C(=O)OC1(C)C
→ -1.2, -0.1, ., 0, 3, 4, -12, 18, 5, 7
- Cc1ccc(S(=O)(=O)c2ccc(Cl)cc2)cc1S(=O)(=O)N(C)CC(=O)O
→ 0.5, -3.3, -0.8, -2, 9, -5, 1, -5, -2, -3
- Cc1ccc(C(=O)N(Cc2nc(-c3ccc(C)cc3)no2)C(C)C)cc1
→ 0.8, -0.2, 1.5, -9, 0, 25, -10, 23, -2, -1
- COc1ccc(CSc2nc(C)cc(C)c2C#N)cc1
→ -1.2, 0.5, 2.7, -2, 3, 4, -2, 19, 5, -7
- CCN(Cc1ccccc1)C(=O)c1cccs1
→ ., -1.3, -8.4, 2, -4, 2, ., ., ., .
- CCOC(=O)c1cc(C#N)c(N2CCN(C)CC2)nc1-c1ccccc1
→ -1.9, -0.2, -0.6, -6, -5, 11, 7, -2, -3, 2
- C=CCNc1nc(Nc2ccc(Cl)cc2)nc(OC)n1
→ 0.2, -0.1, 0.9, 1, 8, 0, 7, 6, 1, 1
- CC(Oc1ccc2ccccc2c1)C(=O)NNC(=S)NC(=O)c1ccco1 (stereo not given)
→ 59*, i, ., -2, 0, 1, 7, 10, 4, 9
- CCc1nc2ccc(C(=O)NCCc3ccc(OC)cc3)cc2nc1CC
→ 0.5, -0.2, 0.1, 2, 4, 15, 2, 19, -1, 2

As entered above.
Value of `COc1ccccc1CN(C)S(=O)(=O)c1cccs1` under TcdB GH inh: -1.0
Value of `COc1ccc(C(CC(=O)O)NS(=O)(=O)c2ccc(C)cc2)cc1` (stereo not given) under MazEF act: -1
Value of `Cc1ccc(C(=O)N(Cc2nc(-c3ccc(C)cc3)no2)C(C)C)cc1` under Yp Topo-I inh: 25

Further structures:
The line under a structure holds: PfHsp40 rescue, Vc quorum ag, TcdB GH inh, Anthrax LF inh2, MazEF act, Yp Topo-I inh, PriA SSB inh, VHR inh abs, SARS 3CLpro inh, Rv3671c inh
- Cc1ccccc1N1CCN(C(=O)[C@@H]2CCCN2C2=NS(=O)(=O)c3ccccc32)CC1
→ 0.3, 2.5, 0.8, 4, 12, 19, 9, ., ., 0
- C=CCN1CN(S(=O)(=O)c2cccc(Cl)c2)c2nc3ccccc3nc21
→ 3.2, -0.3, -0.7, -1, 5, 34, -2, 1, 0, -13
- COc1ccc(C)cc1NC(=O)C12CCC(C)(C(=O)O1)C2(C)C (stereo not given)
→ -0.9, 11, ., -3, 2, 3, -11, 10, 0, 7
- C(=C1c2ccccc2-c2ccccc21)c1ccncc1
→ ?, -1.1, 2.0, -6, 9, 17, -7, ., ., .
- C=CC[C@@H](CC(=O)N[C@H](CO)Cc1ccccc1)C(=O)N[C@@H](COC(=O)[C@@H](CC=C)Cc1ccc(F)cc1)Cc1ccccc1
→ -1.1, -0.7, 0.3, 9, -6, 39, -9, ., ., -7
- COc1ccc(NC(=O)c2cc([N+](=O)[O-])ccc2N2CCCCC2)cc1OC
→ 1.7, i, 1.6, -1, 5, 15, 3, ., ., -67
- O=C(C1CC1)N1CCc2cc(Br)cc(S(=O)(=O)NCC3COc4ccccc4O3)c21 (stereo not given)
→ 0.4, -0.4, ., 0, -3, 21, 2, -2, -4, 5
- c1cc2n(c1)-c1c(ccc3c1OCO3)CNC2c1ccc2c(c1)OCO2 (stereo not given)
→ -0.3, 9.8, ., -4, 3, 6, 33, 24, 1, 7
- CN=C(NC1CCCCC1)c1ccc(Cl)cc1
→ 1.0, -0.3, ., 1, 4, -3, -4, 48, -1, 5
- CCCc1nc(-c2cc3cc(C)ccc3[nH]c2=O)no1
→ -0.2, 2.3, -0.8, -2, -8, 9, 3, 1, 1, -1
- Cc1ccc(/C(O)=C2/C(=O)C(=O)N(Cc3ccco3)C2c2cccs2)cc1 (stereo not given)
→ 0.1, i, 2.3, 2, -10, 7, ., 15, -5, 3
- COc1ccc(CCNC(=O)Cn2c([N+](=O)[O-])cnc2C)cc1OC
→ -1.0, -0.3, -1.0, 0, -9, 1, 5, 6, 0, 5
- OCCN=Cc1c(O)[nH]c2ccccc12
→ -1.7, ., 0.4, -1, 2, 3, 0, 15, 2, 4
- CN(C)CCCNc1cc(C(C)(C)C)nc2c(-c3ccccc3)cnn12
→ 1.8, -0.7, 3.0, ., 25, -34, -2, 1, 2, 3
- Cc1ccccc1OC(C)C(=O)NCCCN1CCOCC1 (stereo not given)
→ -0.1, -0.3, 0.1, 1, 2, 6, -23, -4, 5, -10
- Cc1cc(S(=O)(=O)N2CCCCC2)ccc1OCC(=O)N1CCOCC1
→ -1.3, -4.2, 1.0, -8, -7, -2, ., 21, -4, -8
- COc1ccc(N(CC(=O)N2CCN(C)CC2)S(=O)(=O)c2cc(C)ccc2OC)cc1Cl
→ -0.4, i, -0.5, -3, 2, 5, -4, 15, -5, -8
- O=C(O)CCCC(=O)Nc1ccc2c(c1)oc1ccccc12
→ 0.4, i, -0.8, 0, 9, -5, -8, 17, 4, .
- O=c1c2[nH]c3ccc(F)cc3c2ncn1CC1CCCO1 (stereo not given)
→ -0.2, i, 1.1, 2, 2, -6, -4, 13, -4, -3
- c1ccc(CN2CCN(c3nc4ccccc4n4cnnc34)CC2)cc1
→ -0.7, -0.3, 1.6, -5, 1, 20, -6, 25, -1, -3
- CCOC(=O)C1CCN(S(=O)(=O)c2cc3c4c(c2)C(C)C(=O)N4CCC3)CC1 (stereo not given)
→ 0.2, 2.9, 1.2, 1, 1, -6, -7, -9, -2, -4
- ON=C1C2CC=C(c3ccccc3)C1CCC2 (stereo not given)
→ -0.9, -1.1, 0.2, 4, -2, 2, 1, ., ., .
- COc1ccc(C(=O)O)cc1S(=O)(=O)NCCc1ccccn1
→ 2.0, 0.6, -3.8, -2, 5, -5, -7, 7, -1, 1
- Cc1ccc(NC(=O)CSc2nc(=O)n(CCN(C)C)c3c2CCCC3)cc1Cl
→ ., 1.4, -1.0, -5, 16, 5, -11, ., ., -2
- CSc1ccc(/C=C/C(=O)OCC(=O)N2CCN(S(=O)(=O)c3ccc(C)cc3C)CC2)cc1
→ -1.1, i, -0.4, -7, -12, 40, 2, ., ., -4
- COc1ccc(C(=O)Nc2ccc3c(c2)C(=O)c2ccccc2C3=O)cc1OC
→ 0.6, -0.2, ., -1, -26, 0, -11, -2, -3, 0
- O=C(NCc1cccs1)c1cc(-c2ccccn2)nc2ccc(Br)cc12
→ -0.7, -0.5, 0.8, -4, -3, -2, -5, 48, -2, 0
- OC[C@@H]1CCCN1Cc1cn(-c2ccccc2)nc1-c1ccc2c(c1)OCO2
→ 0.4, -4.8, -0.3, 3, 4, -4, 6, 9, -2, 6
- COC(=O)c1c(NC(=O)Cn2cnc([N+](=O)[O-])n2)sc2c1CCC(C)C2 (stereo not given)
→ 5.0, i, ., -1, 9, 9, -2, -7, -1, 3
- CC(=O)NC(=S)Nc1ccc(S(=O)(=O)N(C)Cc2ccccc2)cc1
→ ., -0.4, 0.1, -5, 1, 19, -16, -15, 2, 6
- COc1cccc(-c2csc(N3CCN(C(=O)Nc4ccc(F)cc4)CC3)n2)c1
→ -0.9, -0.3, ., -2, 9, 8, -2, 18, -2, 3
- CC(=O)Nc1nc2cc(N)ccc2s1
→ -1.3, -0.4, -0.1, -2, 1, -4, -2, ., ., 1
- COC(=O)C1C(O)CCC2CN3CCc4c([nH]c5ccccc45)C3CC21 (stereo not given)
→ ?, -0.6, 1.1, -8, -2, 1, 20, 26, ., 1
- Cc1ccccc1-c1cnc(C(O)c2ccccc2)[nH]1 (stereo not given)
→ ., 0.3, 2.9, 1, ., 5, ., ., ., .
- COc1ccc(NC(=O)Cn2ncn3c(cc4ccccc43)c2=O)c(OC)c1OC
→ 0.2, i, -0.1, -3, 9, 8, -4, -9, 1, -4
- O=C(C1=C[C@H](C2CCCCC2)C[C@H](OCc2ccc(CO)cc2)O1)N1CCN(Cc2ccccc2)CC1
→ 0.7, i, 0.6&0.4, -3, -3, -4, 1, 7, 3, 2
- Cc1ccc(S(=O)(=O)NCCCN(C)C)cc1
→ -1.0, i, ., 0, 5, 8, 9, 6, -2, 2
- Cc1ccc(C(=O)N/C(=C\c2ccco2)C(=O)N2CCSCC2)cc1C
→ 1.9, -0.3, 0.6, 0, -6, 6, -6, 26, 5, -4
- CSc1ccccc1NC(=O)COC(=O)c1ccccc1Cc1ccccc1
→ 6.4, -0.2, ., -2, 4, 62*, -70, -7, 3, -12

A portion of the library, so the mix of outcomes need not match the whole.
